Shn3 3UTR inh: Schnurri-3 reporter inhibition in Clone20 osteoblasts | hit rate 0.52% among 360,000 | inhibition, % at 12.5 µM | Clone20 osteoblast Shn3 3'UTR firefly luciferase, 24 h;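 active means mean inhibition of at least 75% with every replicate also reaching 75%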;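 further: 0% = median of neutral control wells and 100% = pilot-screen positive control compound; some compounds past the cut are filed as inactive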
NR2E3 ag-1: agonists of human NR2E3 nuclear receptor; CHO-S Gal4-NCOR/VP16-NR2E3 two-hybrid, luciferase; inhibition of corepressor binding, % at 3.98 µM; hit rate 0.35% among 360,000; AID 602229;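 active means inhibition above the mean of all tested compounds plus 3 SD, cut at about 70% in these data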;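 further: 0% = DMSO with NR2E3 transfected cells and 100% = cells lacking NR2E3 construct; higher means lower luciferase signal from less NR2E3 corepressor binding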
Target sequence (Q9Y5X4 whole entry, looked up, the tested form may be a part): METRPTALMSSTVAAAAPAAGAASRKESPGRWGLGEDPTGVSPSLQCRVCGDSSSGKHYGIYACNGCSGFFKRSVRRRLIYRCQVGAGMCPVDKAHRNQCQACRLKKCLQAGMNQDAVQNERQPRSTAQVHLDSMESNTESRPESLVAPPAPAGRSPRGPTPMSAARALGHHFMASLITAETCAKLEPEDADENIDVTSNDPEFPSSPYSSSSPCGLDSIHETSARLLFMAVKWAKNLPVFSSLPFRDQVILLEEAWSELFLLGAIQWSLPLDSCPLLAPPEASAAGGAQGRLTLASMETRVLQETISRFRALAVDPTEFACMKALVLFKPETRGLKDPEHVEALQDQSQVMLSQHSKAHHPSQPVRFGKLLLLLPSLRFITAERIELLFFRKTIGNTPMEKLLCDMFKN
aDG glyco up: alpha-DG glycosylation activation; Pro5-aDG cells, alpha-DG glycosylation AlphaScreen (IIH6); 0% Pro5, 100% B10-LARGE cell signal; activation, % at 10 µM; hit rate 0.22% among 360,000;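 active means activation of at least 8% versus controls, or a plate z-score of at least 8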;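 further: Pro5 are CHO cells carrying HIG-tagged alpha-DG that lacks glycosylation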
NR2E3 ag-2: agonists of human nuclear receptor NR2E3 | Q9Y5X4 | GST-NR2E3/biotin-RetCOR TR-FRET, 1536-well | inhibition of corepressor binding, % at 4.78 µM | hit rate 0.12% among 320,000 | AID 2300;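 active means percent inhibition above the cutoff of mean plus 3 SD of all tested compounds, set per screening campaign, cut at about 20% in these data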;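 further: 0% = DMSO wells and 100% = biotin wells as full block of FRET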
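Material – GST-tagged NR2E3 plus biotinylated RetCOR corepressor · Quantity – NR2E3 fusion 1.35 nM · Times – 5 h incubation at 4 °C · Medium – pH 7.5 Tris-based buffer · Technique – TR-FRET, Eu(K)-anti-GST donor, streptavidin-D2 acceptor, ex 340, em 617/671 nm · Benchmarks – high control biotin, low control 0.6% DMSO · Format – 1536-well plates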
CF NFkB block: cystic fibrosis NF-kB activation inhibition. KKLEB NF-kB-GFP reporter, PAF-induced, GFP fluorescence overnight. inhibition, % at 5 µM. hit rate 0.86% among 360,000. AID 588850;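 active means at least 50% inhibition at 5 µM, scaled per plate between neutral and stimulator controls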;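 further: PAF is a Pseudomonas aeruginosa culture filtrate used as stimulus; plate controls were PAF-stimulated DMSO wells for no effect and unstimulated DMSO wells for full effect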
KKLEB tox: CF airway cell cytotoxicity counter-screen. KKLEB CF airway cells viability, ATPlite luminescence, overnight; active compounds read low; cells stimulated with P. aeruginosa culture filtrate. activity change (cytotoxicity), % at 5 µM. hit rate 0.36% among 360,000. AID 602141;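 active means corrected activity change at or below -50% at 5 µM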
HIF-2a inh: inhibitors of HIF-2a | inhibition, % at 18.8 µM | hit rate 0.72% among 360,000 | 786-0 RCC cells HIF-2a reporter, luciferase luminescence, overnight;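 active means inhibition of the luminescence signal of 40% or more relative to plate controls, in a single-dose primary screen at 18.75 µM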
TWEAK Fn14 block: TWEAK-Fn14 signaling inhibition; TWEAK-stimulated Fn14 reporter cells, luciferase luminescence, 8 h; inhibition, % at 10 µM; hit rate 2% among 360,000; AID 1159606; in the data active means inhibition above about 50%
Peg3 promoter: reduces Peg3 promoter-driven luciferase expression in HeLa; HeLa PEG-Prom luciferase reporter, luminescence, overnight; inhibition, % at 20 µM; hit rate 1.7% among 360,000; AID 588405;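 active means inhibition of at least 50% at 20 µM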
TRPM1 prom inh: reduces MITF-dependent TRPM1 promoter luciferase signal | SK-MEL-5 TRPM1 promoter luciferase, 24 h | inhibition, % at 12.5 µM | hit rate 0.83% among 330,000 | AID 488899;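 active means mean inhibition across replicates of 60% or more, whatever share of single replicates reaches that level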; further: values of inactives mirror those of a sister screen read the other way
hiPSC survival: hiPSC single-cell survival enhancement; ATPlite luminescence; 100% = ROCK inhibitor wells, 0% = DMSO; survival enhancement, % at 20 µM; hit rate 0.044% among 360,000; in the data active means survival enhancement above about 18%;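 further: cells exposed to compounds for 16 hours before the ATP read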
Numbers without * were called inactive; . = no result given.

Preview (10 entries):
SMILES	Shn3 3UTR inh	NR2E3 ag-1	aDG glyco up	NR2E3 ag-2	CF NFkB block	KKLEB tox	HIF-2a inh	TWEAK Fn14 block	Peg3 promoter	TRPM1 prom inh	hiPSC survival
Cc1ccccc1C(=O)NNC(=O)C1CC(=O)N(Cc2ccccc2)C1 (stereo not drawn)	-11	-1	0.0	-3	4	1	-18	-1	-13	0	0.3
Cc1cc(=O)[nH]c(SCC(=O)NC2CCCCCCC2)n1	-6	21	-0.2	.	13	-1	6	19	-2	6	0.5
O=C(CSC1=NCCS1)N1CCOCC1	-15	-10	-0.1	1	-5	-2	3	13	-14	8	-2.6
COc1ccc(C2C(C(=O)c3cccs3)=C(O)C(=O)N2Cc2cccnc2)cc1OC (stereo not drawn)	-35	-66	-0.1	4	10	-7	-23	-12	0	2	-0.3
O=C(Cc1csc(-c2cccc(Cl)c2)n1)Nc1cccc(S(=O)(=O)NC2=NCCC2)c1	3	8	-0.4	-4	5	4	-26	-1	-6	-7	0.2
Cc1cc(NC(=S)N(Cc2ccc(Br)cc2)Cc2ccc(C(=O)O)cc2)ccc1Cl	20	-9	0.0	0	-2	13	18	12	11	8	-1.0
CC(=O)Nc1cccc(-c2nc3ccccc3c(=O)o2)c1	13	-30	-0.2	2	-4	-9	0	2	-6	-13	0.7
CN(CC#CC1(O)c2ccccc2-c2ccccc21)Cc1ccccc1	-11	-19	-0.5	1	6	-2	3	-26	15	-1	0.0
CCCCn1c(N)c(N(CCC(C)C)C(=O)CSc2nncn2-c2ccccc2)c(=O)[nH]c1=O	-12	-9	-0.2	3	17	4	9	3	7	5	-0.3
COc1ccc(N2CCN(c3ccnc4cc(Cl)ccc34)CC2)cc1	3	-31	0.3	-2	6	-4	-13	-5	-29	.	-0.4

Main list, previewed entries included:
SMILES	Shn3 3UTR inh	NR2E3 ag-1	aDG glyco up	NR2E3 ag-2	CF NFkB block	KKLEB tox	HIF-2a inh	TWEAK Fn14 block	Peg3 promoter	TRPM1 prom inh	hiPSC survival
Cc1ccccc1C(=O)NNC(=O)C1CC(=O)N(Cc2ccccc2)C1 (stereo not drawn)	-11	-1	0.0	-3	4	1	-18	-1	-13	0	0.3
Cc1cc(=O)[nH]c(SCC(=O)NC2CCCCCCC2)n1	-6	21	-0.2	.	13	-1	6	19	-2	6	0.5
O=C(CSC1=NCCS1)N1CCOCC1	-15	-10	-0.1	1	-5	-2	3	13	-14	8	-2.6
COc1ccc(C2C(C(=O)c3cccs3)=C(O)C(=O)N2Cc2cccnc2)cc1OC (stereo not drawn)	-35	-66	-0.1	4	10	-7	-23	-12	0	2	-0.3
O=C(Cc1csc(-c2cccc(Cl)c2)n1)Nc1cccc(S(=O)(=O)NC2=NCCC2)c1	3	8	-0.4	-4	5	4	-26	-1	-6	-7	0.2
Cc1cc(NC(=S)N(Cc2ccc(Br)cc2)Cc2ccc(C(=O)O)cc2)ccc1Cl	20	-9	0.0	0	-2	13	18	12	11	8	-1.0
CC(=O)Nc1cccc(-c2nc3ccccc3c(=O)o2)c1	13	-30	-0.2	2	-4	-9	0	2	-6	-13	0.7
CN(CC#CC1(O)c2ccccc2-c2ccccc21)Cc1ccccc1	-11	-19	-0.5	1	6	-2	3	-26	15	-1	0.0
CCCCn1c(N)c(N(CCC(C)C)C(=O)CSc2nncn2-c2ccccc2)c(=O)[nH]c1=O	-12	-9	-0.2	3	17	4	9	3	7	5	-0.3
COc1ccc(N2CCN(c3ccnc4cc(Cl)ccc34)CC2)cc1	3	-31	0.3	-2	6	-4	-13	-5	-29	.	-0.4
CC[C@]12c3[nH]c4ccc(OC)cc4c3CCN1C(=O)C(CC(=O)NCCN1CCOCC1)C[C@@H]2C(=O)N1CCN(C(=O)c2ccco2)CC1 (stereo partly drawn)	-19	-24	0.2	.	9	-19	12	6	2	0	-0.8
O=C(CSc1nnc2scc(-c3ccc(F)cc3)n12)NCc1ccco1	-8	-2	-0.1	2	0	-3	7	-2	12	-7	0.7
COc1ccc(CNC(=O)c2c(C)cc(=O)oc2C)cc1OC	-5	-14	-0.2	0	16	-3	2	0	-2	6	2.3
CC1(C)CC(=O)C(C(=O)/C=C/NCCc2ccccc2)C(=O)C1	4	-11	-0.2	0	2	14	9	8	4	35	-2.8
CCC(C)(C)n1nnnc1C(c1cc2cc(C)cc(C)c2[nH]c1=O)N1CCN(Cc2ccc3c(c2)OCO3)CC1 (stereo not drawn)	12	-2	-0.1	.	4	-2	15	3	13	8	0.0
O=c1[nH]cc([N+](=O)[O-])cc1Br	4	5	0.2	0	-3	-1	7	12	18	-3	-1.0
S=C(Nc1ccc(Br)cc1)N1CCCC1	-21	-38	-0.2	-1	4	5	-104	0	-60	-2	0.0
CC(C)(C=O)Cc1cc(C(C)(C)C)c(O)c(C(C)(C)C)c1	9	4	0.0	5	10	2	7	-5	11	0	-0.6
C=C1C(O)C[C@@H](C(C)C)N(CC(C)C)S1(=O)=O (stereo partly drawn)	-8	9	0.4	.	5	-9	6	-5	6	9	-0.9
CCC1(c2ccccc2)NC(=O)N(CC(=O)N(C)CC(=O)Nc2ccc(F)c(F)c2F)C1=O (stereo not drawn)	-4	-14	-0.2	-3	25	-13	19	-8	3	1	0.8
NS(=O)(=O)c1ccc(NC2=CC(c3ccc([N+](=O)[O-])cc3)N(c3ccc(S(N)(=O)=O)cc3)C2=O)cc1 (stereo not drawn)	.	-17	-0.1	5	-1	-2	13	-30	5	-1	-0.1
Cc1nc(Nc2ccccc2O)c2oc3ccccc3c2n1	-1	-10	0.0	.	-12	4	-5	2	-9	7	0.5
CCOC(=O)c1[nH]c(C)c(C(=O)NCc2ccc(C)cc2)c1C	15	-6	0.0	2	13	-7	9	-18	2	.	-3.2
COc1cc(CN2CCC(C(=O)NCC(C)(C)CN(C)C)CC2)ccc1OCc1ccccc1	-3	-26	0.8	-1	-2	-7	-46	13	-4	-2	-0.6
COc1ccc(OC)c(NC(=O)Cc2nn(C)c(=O)c3ccccc23)c1	45	38	1.9	1	-18	5	9	10	22	1	-2.0
Cc1cc(C(=O)Nc2cccc3cccnc23)ccc1[N+](=O)[O-]	-14	-19	-0.2	-3	-16	9	-168	-17	-126	-4	-0.5
Cc1ccc2ncnc(Oc3ncccc3NC(=O)C(C)(C)C)c2c1	12	-21	-0.1	0	-3	-2	10	1	6	-4	0.6
CCOC(=O)/C(=C\c1ccc(C)cc1)NC(=O)c1ccccc1	5	-23	0.0	8	-2	6	-21	-20	2	15	-3.5
CCn1c(=S)[nH]c2cc(S(=O)(=O)N3CCCCC3)ccc21	16	-12	-0.4	1	-98	5	-66	24	-33	10	0.4
CN(CC1CCCO1)S(=O)(=O)c1ccc(C(=O)Nc2ccc3c(c2)OCO3)cc1 (stereo not drawn)	5	-9	-0.1	-1	-11	3	1	-13	-2	7	8.2
CCOC(=O)c1cnc2c(C(=O)OC)cccc2c1NCCN1CCOCC1	-2	6	0.5	2	-5	5	14	-10	11	4	3.1
COC(=O)c1ccc(Oc2nc(C)cc(Oc3ccccc3)n2)cc1	-4	-14	0.2	4	2	10	17	22	12	7	0.8
O=S(=O)(O)C(c1ccccc1)C1(O)CCCCC1 (stereo not drawn)	-21	-11	0.0	.	25	-9	-1	-9	-6	1	1.7
CCC(C)[C@H](NC(=O)[C@@H]1CSC2c3ccccc3C(=O)N21)C(=O)NCc1ccncc1 (stereo partly drawn)	-2	-45	-0.1	1	-8	1	7	-10	3	1	-0.4
CNc1nc(SCc2ccc(C)cc2)nc2c1CCCC2	7	8	2.5	2	4	-3	-99	-42	-59	-12	4.5
O=C(CN1C(=O)c2ccccc2S1(=O)=O)Nc1ncc(Cl)cc1Cl	39	-26	-0.1	.	12	-8	32	75*	58*	38	0.0
Cc1ccc(Nc2nnc(C(C)(C)C)c(=O)n2N)cc1	-3	2	-0.1	3	10	26	9	-10	-6	-10	1.0
O=C(O)CCCN1C(=O)c2ccc(Oc3cccc([N+](=O)[O-])c3)cc2C1=O	-10	-5	0.2	5	-7	18	12	11	-13	6	1.5
Cn1c2ccccc2c2nnc(SCCN3CCOCC3)nc21	-1	-1	-0.2	.	-5	5	-70	-13	-45	4	-0.7
COc1ccc(C(=O)NCCc2nnc3ccc(SCC(=O)Nc4ccccc4F)nn23)cc1	4	-2	0.9	2	-6	10	13	-4	9	4	0.2
CCCn1cc(CN2CCN(Cc3ccc(C)o3)C(CCO)C2)c(C)n1 (stereo not drawn)	3	-20	0.0	2	3	-11	11	-15	8	21	-1.2
CCOC(=O)c1cnc2c(c(C)nn2CC)c1NC1CC1	5	-7	0.1	-1	4	5	17	-2	25	17	0.0
CSCCn1c(C(C)(C)C)cc(C(=O)O)c1C	-2	0	0.0	-5	5	10	15	1	10	3	-0.2
Cc1cc2ncc(-c3cccs3)nc2cc1C	-2	-144	0.1	.	-18	-34	-30	71*	-31	9	-0.5
COc1ccc(NC(=O)C(=O)NCC(c2ccco2)N2CCc3ccccc3C2)cc1OC (stereo not drawn)	33	-17	-0.3	0	3	-8	13	-2	24	-9	1.1
CCCc1cc(=O)[nH]c(SCC(=O)Nc2ccc3c(c2)CCC3)n1	2	-3	-0.2	-3	-9	-8	27	-5	30	1	0.6
CN(C(=O)CCN1CCCO1)C1CCCN(Cc2ccccc2F)C1 (stereo not drawn)	-9	-26	0.1	1	3	2	-4	5	3	-1	-0.4
COc1ccccc1-n1c(O)c(C=NCc2ccccn2)c2ccccc2c1=O	-6	-9	0.0	0	-9	2	22	7	2	15	1.3
CC(=O)Nc1ccc(S(=O)(=O)NCC2CCC(C(=O)N3CCCCC3)CC2)cc1 (stereo not drawn)	-2	16	0.1	-4	3	3	13	10	17	14	-0.1
Cc1ccc(Nc2nc(N)nc(N)c2N=O)cc1Cl	.	35	-0.3	.	.	.	-25	35	.	.	-1.7
C/C(=N\NC(=O)CNC(=O)c1ccc2c(c1)OCO2)c1ccco1	-5	-23	-0.4	1	2	3	11	-2	3	-12	-1.8
CCc1ccc(NC(=O)c2cc(-c3ccc(F)cc3)on2)cc1	-21	0	0.1	3	-9	1	-45	-6	-32	-19	0.7
COC(=O)c1ccc(NS(=O)(=O)c2ccccc2)o1	16	10	-0.2	2	-2	5	2	-6	9	-4	-0.8
